# Screening results deposited in PubChem BioAssay by several laboratories.
# 14-3-3 Bad inh = disrupts binding of bovine 14-3-3 zeta to phospho-Bad peptide; TR-FRET 14-3-3zeta/Dy647-pBad peptide displacement, 1 h; inhibition, % at 21.7 µM; 0.71% of 220,000 active; AID 781;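 active means inhibition above about 70%, limit read from the data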;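 further: 0% = full 14-3-3 plus peptide FRET controls and 100% = background without 14-3-3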
# KLK5 inh = kallikrein 5 (human) inhibition | Q9Y337 | recombinant hK5, fluorogenic AMC substrate cleavage | inhibition, % at 5 µM | 0.59% of 210,000 active | AID 873;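 active means inhibition of 40% or more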;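 further: 0% = enzyme controls without compound and 100% = no-enzyme blanks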
# eIF4E 4G PPI = eIF4E/eIF4G interaction inhibition in translation initiation; inhibition, % at 21.7 µM; TR-FRET eIF4E-eIF4GI(517-606) binding, 2 h; 0.37% of 220,000 active;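 active means inhibition above about 30%, limit read from the data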;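 further: 0% = full FRET control wells and 100% = background wells lacking eIF4GI fragment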
# p97 inhibitor = blocks human p97 ATPase activity; AID 1481; recombinant p97 ATPase, Kinase-Glo ATP luminescence, 3 h; inhibition, % at 8 µM; P55072; 0.42% of 220,000 active; in the data active means inhibition above about 15%;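 further: 0% = DMSO vehicle and 100% = wells lacking enzyme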
# Rad51 HR inh = Rad51 (human) homologous recombination inhibition | 0.085% of 200,000 active | AID 1385 | hRad51 DNA strand exchange, fluorescence dequenching | Q06609 | inhibition, % at 10 µM;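 active means inhibition above 40% at the single screening dose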;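 further: 0% = DMSO control wells and 100% = blanks with heterologous ssDNA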
#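 Assay system: Human Rad51 nucleoprotein filaments preassembled on unlabelled ssDNA | Reagent: Donor/quencher-labelled 47-bp dsDNA substrate | Doses: One concentration, 10 µM final | Times: 37 °C 15-min filament assembly, 30-min compound preincubation, 15-min exchange | Technique: Fluorescein emission 520 nm, excitation 485 nm | Benchmarks: Plate control and blank wells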
# Mdm2 ligase inh = inhibitors of human Mdm2 E3 ubiquitin ligase | Q00987 | cell-based MDM2 ubiquitination luciferase reporter, 2 h; 0 = plate control, 100 = twice control, blank-subtracted | signal enhancement, % at 5 µM | 0.11% of 210,000 active;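 active means signal enhancement of 30% or more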;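 further: luminescence tracks abundance of the self-degrading MDM2-luciferase fusion protein; higher signal means inhibition of MDM2 E3 ligase activity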
#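 Assay system: stable mammalian line carrying autodegrading MDM2–luciferase fusion reporter; amount: 2000 cells seeded into each well; buffer or medium: DMEM; benchmarks: plate control and blank wells; signal: luciferase luminescence; timing: 2 h compound exposure at 37 °C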
# FXIa inh 1536 = inhibitors of human coagulation factor XIa. purified FXIa, Boc-Glu-Ala-Arg-AMC fluorogenic substrate. inhibition, % at 5 µM. 0.14% of 220,000 active. AID 798;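 active means inhibition of at least 40%; inactive means inhibition below 40%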;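 further: fluorescence of freed AMC excited at 355 nm; 0% = enzyme without compound and 100% = no enzyme blank; many of its hits are not listed in these tables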
# Wee1 degr inh = human Wee1 degradation inhibition, primary screen; P30291; HeLa Luc-Wee1K328M stability, luciferase luminescence; 100% = proteasome inhibitor MG132 effect; reporter increase, % at 5 µM; 1.2% of 220,000 active; AID 1321;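 active means activation above the mean of all tested compounds plus 3 SD, set per screening run, cut at about 8.8% in these data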;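 further: cells exposed to compound for 20 h before luminescence read; 0% = DMSO alone and 100% = MG132 at 30 µM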
# FXIIa inh 1536 = blocks human coagulation factor XIIa protease activity. inhibition, % at 5 µM. AID 800. purified FXIIa, Boc-QGR-AMC fluorogenic substrate, 2 h. 0.3% of 220,000 active; in the data active means inhibition above about 40%;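 further: 0% = enzyme with no compound and 100% = blank without enzyme; many of its hits are not listed in these tables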
# Numbers without * were called inactive; . = no result given; [ ] = dose if it differs, or a comment.
# Each structure is followed by: 14-3-3 Bad inh, KLK5 inh, eIF4E 4G PPI, p97 inhibitor, Rad51 HR inh, Mdm2 ligase inh, FXIa inh 1536, Wee1 degr inh, FXIIa inh 1536
> Cc1cc(NC(=O)c2cc(-c3ccncc3)nc3c(C)cccc23)no1
→ 3[fluorescence artefact?], 5, -33, 1, 3, -35, 19, 7, 8
> CCCCN1C(=O)C(NC(=O)c2cccnc2)(C(F)(F)F)C2=C1CC(C)(C)CC2=O (configuration not stated)
→ -1, -11, -4[fluorescence artefact?], -8, -2, 1, 2, 1, 12
> CCOC(=O)C1=C(CNCCc2ccc(Cl)cc2)NC(=O)NC1c1cccc([N+](=O)[O-])c1 (configuration not stated)
→ -8, -2, 4, 3, 1, -10, 0, -4, 7
> COc1ccc(OCC(=O)OC(C)CN2CCOCC2)cc1 (configuration not stated)
→ 39, 4, 8[fluorescence artefact?], -5, 7, -4, 10, 0, 14
> O=C(COC(=O)CCCSc1nc2ccccc2[nH]1)Nc1ccc(Oc2ccccc2)cc1
→ 0, -4, 6, -6, -7, -16, 4, -1, 7
> COc1cc(/C=C(/C#N)c2ccccc2F)ccc1OCc1ccccc1
→ 10, -5, 3, -1, -4, -6, 25, 4, 26
> Cc1ccc(-c2ccc(=O)n(CC(=O)NCc3ccc(F)cc3)n2)cc1
→ -10, -28, -1, 2, 50*, -1, -3, 2, 3
> Cc1ccc(Cl)cc1N1CCN(C(=O)c2cn(C)c(=O)c3c2c2ccccc2n3C)CC1
→ -1, -9, 7, -3, 0, -14, -11, -1, 2
> CN(C)c1ncc(S(=O)(=O)c2ccc(Cl)cc2)c(-c2ccccc2)n1
→ -15, 3, 9, 2, -9, -1, 3, 0, -6
> CC(=O)c1cc(CN2CCC(N3CCC(C(=O)N4CCCC4)CC3)CC2)cs1
→ -13, 2, -2, 3, -2, -2, 1, 7, 7
> Cc1nnc(NC(=O)c2ccc3ccccc3c2)o1
→ 0, 2, 3, -1, -8, -15, -7, 5, 0
> CCn1c(COc2cccc(OC)c2)nnc1SCC(=O)N1CCOCC1
→ -3, -4, -6, 1, -1, -8, -2, -3, 18
> Cc1ccc(C(=O)Oc2oc(-c3ccccc3)nc2C=Nc2ccc(N(C)C)cc2)cc1
→ -62[fluorescence artefact?], 23, 17[fluorescence artefact?], 0, -56, -18, -2, -2, 12
> COc1ccccc1CCNC(=O)C1CCCO1 (configuration not stated)
→ 0, -16, 1, -1, ., -7, -6, -1, 2
> Cc1[nH]n(-c2ccccc2)c(=S)c1C=NCCCN=Cc1c(C)[nH]n(-c2ccccc2)c1=S
→ -5[fluorescence artefact?], -90, -2, 4, ., -49, -2, -2, 3
> CC(C)(C)c1ccc(OCC(=O)N/N=C/c2ccc(N3CCOCC3)cc2)cc1
→ -3, -5, -1, 1, 17, 3, -5, -2, 0
> C#CCOCCOCCOCCNc1nc(N2CCN(C(=O)[C@H](CCCCN)n3cc([C@@H](N)C(C)CC)nn3)CC2)nc(N2CCN(C(=O)[C@H](Cc3ccc(O)cc3)n3cc([C@@H](N)CC(C)C)nn3)CC2)n1 (some centres not stated)
→ 22, -2, -2, 5, -5, ., -4, -2, 4
> O=S(=O)(c1ccc(Cl)cc1)N1CCN(C2CCN(Cc3ccccc3)CC2)CC1
→ -4, 2, 2, -3, 0, -14, 5, -2, 15
> CCOC(=O)c1nn(-c2ccccc2)c2nnc(Cc3ccc(C)cc3)c(=O)n12
→ -2, -10, 1[fluorescence artefact?], -7, ., -4, 6, 2, 9
> Cc1ccc(S(=O)(=O)N2CCCC2C(=O)OCc2nc3ccccc3s2)cc1 (configuration not stated)
→ 6, 0, 1, -2, 7, 0, 5, 1, -2

# 3 compounds out of the list above, ordered by the value under Rad51 HR inh, descending.
Molecule | 14-3-3 Bad inh | KLK5 inh | eIF4E 4G PPI | p97 inhibitor | Rad51 HR inh | FXIa inh 1536 | Wee1 degr inh | FXIIa inh 1536
Cc1ccc(S(=O)(=O)N2CCCC2C(=O)OCc2nc3ccccc3s2)cc1 (configuration not stated) | 6 | 0 | 1 | -2 | 7 | 5 | 1 | -2
Cc1cc(NC(=O)c2cc(-c3ccncc3)nc3c(C)cccc23)no1 | 3[fluorescence artefact?] | 5 | -33 | 1 | 3 | 19 | 7 | 8
CCCCN1C(=O)C(NC(=O)c2cccnc2)(C(F)(F)F)C2=C1CC(C)(C)CC2=O (configuration not stated) | -1 | -11 | -4[fluorescence artefact?] | -8 | -2 | 2 | 1 | 12

# Of the compounds above, these contain a halogen.
# Each structure is followed by: 14-3-3 Bad inh, KLK5 inh, eIF4E 4G PPI, p97 inhibitor, Rad51 HR inh, Mdm2 ligase inh, FXIa inh 1536, Wee1 degr inh, FXIIa inh 1536
> CCCCN1C(=O)C(NC(=O)c2cccnc2)(C(F)(F)F)C2=C1CC(C)(C)CC2=O (configuration not stated)
→ -1, -11, -4[fluorescence artefact?], -8, -2, 1, 2, 1, 12
> CCOC(=O)C1=C(CNCCc2ccc(Cl)cc2)NC(=O)NC1c1cccc([N+](=O)[O-])c1 (configuration not stated)
→ -8, -2, 4, 3, 1, -10, 0, -4, 7
> COc1cc(/C=C(/C#N)c2ccccc2F)ccc1OCc1ccccc1
→ 10, -5, 3, -1, -4, -6, 25, 4, 26
> Cc1ccc(-c2ccc(=O)n(CC(=O)NCc3ccc(F)cc3)n2)cc1
→ -10, -28, -1, 2, 50*, -1, -3, 2, 3
> Cc1ccc(Cl)cc1N1CCN(C(=O)c2cn(C)c(=O)c3c2c2ccccc2n3C)CC1
→ -1, -9, 7, -3, 0, -14, -11, -1, 2
> CN(C)c1ncc(S(=O)(=O)c2ccc(Cl)cc2)c(-c2ccccc2)n1
→ -15, 3, 9, 2, -9, -1, 3, 0, -6
> O=S(=O)(c1ccc(Cl)cc1)N1CCN(C2CCN(Cc3ccccc3)CC2)CC1
→ -4, 2, 2, -3, 0, -14, 5, -2, 15

# Later entries
# Each structure is followed by: 14-3-3 Bad inh, KLK5 inh, eIF4E 4G PPI, p97 inhibitor, Rad51 HR inh, Mdm2 ligase inh, FXIa inh 1536, Wee1 degr inh, FXIIa inh 1536
> Cc1cc2nc(-c3ccccc3)cc(=O)n2[nH]1
→ 10, -10, -4, 6, 3, -3, 2, -3, 3
> O=C(O)c1ccc(N2C(=O)CC(N3C(=O)/C(=C/c4ccc(Cl)cc4)SC3=S)C2=O)cc1 (configuration not stated)
→ 32, 19, 0, -5, 4, -6, -7, -3, 0
> Cc1sc2nc(C3CC3)nc(SCC(=O)N3CC(=O)Nc4ccccc43)c2c1C
→ 2, 3, -15, -3, -4, 0, 2, 1, 18
> CCSc1nc(-c2ccc(OC)cc2)ccc1C#N
→ 4[fluorescence artefact?], -1, -3, -12, 5, -10, -10, 7, -12
> NC(=O)C1(N2CCCCC2)CCN(C(=O)c2cccs2)CC1
→ -4[fluorescence artefact?], -8, 0, 0, 1, -27, 1, 0, 4
> Cc1ccc(C)c(OCC(O)CN2CCC(C)CC2)c1C (configuration not stated)
→ 50, 6, 5, 3, 4, -15, -8, -2, -2
